HDAC3 inh = HDAC3 deacetylase inhibitors, primary screen, biochemical, fluorescence, cell-free homogeneous; Histone deacetylase 3 (Homo sapiens), O15379; recombinant HDAC3, fluorogenic peptide/trypsin coupled; inhibition, % at 8.3 µM; actives 0.15% (n = 320,000); in the data active = inhibition above about 26%, passing the limit was not always enough; inconclusive = no clear call, values can overlap the other calls
Target sequence (O15379 whole entry, looked up): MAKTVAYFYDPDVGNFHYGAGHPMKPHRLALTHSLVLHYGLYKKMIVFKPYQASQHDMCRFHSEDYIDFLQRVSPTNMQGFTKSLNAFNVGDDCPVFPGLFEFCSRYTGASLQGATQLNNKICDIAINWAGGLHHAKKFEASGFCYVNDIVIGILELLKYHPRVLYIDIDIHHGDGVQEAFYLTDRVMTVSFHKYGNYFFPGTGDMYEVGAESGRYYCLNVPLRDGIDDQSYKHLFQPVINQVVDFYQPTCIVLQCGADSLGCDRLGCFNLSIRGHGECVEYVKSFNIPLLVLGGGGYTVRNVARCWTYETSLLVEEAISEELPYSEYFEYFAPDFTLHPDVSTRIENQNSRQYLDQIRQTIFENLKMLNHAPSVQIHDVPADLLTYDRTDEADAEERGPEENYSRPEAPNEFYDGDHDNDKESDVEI
HSF1 activator = HSF-1 activators, primary screen, NIH3T3-HGL cells, MG132 stress, luminescence, single point; AID 504408, 2011; activation, % at 9 µM; NIH3T3-HGL HSF-1 luciferase reporter, 8 h; 100% = twice DMSO control signal; actives 1.7% (n = 300,000);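 active = mean replicate activation of at least 50% with a set share of replicates each reaching 50%; inconclusive = only one of those two conditions met; inactive = mean below 50% and too few replicates reaching it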;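 also: 0% = median of the neutral control wells and 100% = twice that signal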
Platelet DG rel = inhibitors of platelet dense granule secretion, primary screen, cell-based, MLPCN, human platelets. human platelet-rich plasma, SFLLRN dense granule ATP release, luminescence. inhibition, %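 (compounds screened at 7.5 µM in platelet-rich plasma)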. actives 0.22% (n = 300,000);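 active = mean replicate score, as percent of positive control, at or above 50; inconclusive = mean below 50 but at least one replicate at or above 50; inactive = mean and every replicate below 50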
HSF1 inhib = HSF1 inhibitors in luciferase reporter cells, primary screen, cell-based, NIH3T3, luminescence; activity change, negative = inhibition, % at 7.5 µM (by protocol); NIH3T3-HGL HSE-luciferase, MG132-induced, luminescence 8 h; stronger effect = lower value; actives 0.77% (n = 300,000); AID 2098, 2009;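 active = more than half of replicate wells show activity change below -50%, luminescence cut by over half; inconclusive = some wells, but at most half, below -50%; inactive = no replicate well below -50%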;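 also: luciferase reports HSF-1 transcriptional activity via heat shock element; 0% = median of DMSO wells and -100% = zero luminescence signal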
AI-2 QS mod = Vibrio harveyi AI-2 quorum sensing modulators, primary screen, JMH597 strain, luminescence/OD600 ratio. activity change, % at 7.5 µM. actives 0.4% (n = 300,000). Vibrio harveyi JMH597 AI-2 luminescence/OD600 ratio, 9 h; stronger effect = lower value; strain lacks LuxN and CqsS sensors; 0 = neutral-control median; in the data active = activity change below about -75%, passing the limit was not always enough; inconclusive = no clear call, values can overlap the other calls;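 also: luminescence divided by OD600 gain over 9 h not by final OD600 alone; inactives centre near 13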
aSyn 5UTR inh = MLPCN primary screen, SNCA 5' untranslated region | actives 0.82% (n = 300,000) | inhibition, % (tested at 7.5 µM) | alpha-synuclein 5'UTR reporter, inhibitor activity; in the data active = inhibition above about 60%; inconclusive = no clear call, values can overlap the other calls;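 also: H4 neuroglioblastoma cells stably carrying SNCA 5'UTR luciferase fusion; 0% = DMSO wells and 100% = positive control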
HIF act = HIF pathway transcriptional activators, primary screen, cell-based, U2OS HRE-luciferase, luminescence; U2OS HRE-luciferase reporter; normalized: DMSO 0%, desferrioxamine 100%; activation, % at 7.5 µM (by protocol); actives 0.32% (n = 300,000); AID 1910, 2009;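 active = mean activation of at least 10% of the iron chelator positive control signal, with at least half of replicates also reaching 10%; inconclusive = mean and replicate majority disagree about reaching 10%; inactive = mean and most replicates under 10%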
HSP90 refold inh = HSP90 inhibitors, primary screen, cell lysate, luminescence; Heat shock protein HSP 90 (rabbit reticulocyte lysate; luciferase refolding); inhibition, % at 5.6 µM; actives 0.91% (n = 290,000); AID 1789, 2009; Rabbit reticulocyte lysate, luciferase refolding luminescence, 3 h;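 active = inhibition above the screen-wide mean plus 3 SD, computed separately per campaign, cut at about 16% in these data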;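 also: 0% = DMSO wells and 100% = 60 µM geldanamycin wells; inhibitors lower the luminescence because luciferase stays unfolded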
KLF5 inhibitor = KLF5 expression inhibitors, primary screen, DLD-1 cells, luminescence. DLD-1 KLF5 promoter-luciferase reporter. inhibition, % at 5 µM. actives 0.23% (n = 290,000);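 active = inhibition above a per-plate limit of that plate's mean compound inhibition plus 3 SD, cut at about 60% in these data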;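 also: 0% = DMSO wells and 100% = LY294002 at 200 µM; higher means less KLF5 promoter-driven luciferase light; inactives centre near -14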
IEC-6 tox = cytotoxicity in IEC-6 intestinal epithelial cells, primary screen, cytotoxicity control for KLF5 inhibitor project, cell-based, luminescence. IEC-6 cytotoxicity, luminescence viability. inhibition, % at 5 µM. actives 0.78% (n = 290,000). AID 1825, 2009; in the data active = inhibition above about 22%;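 also: 0% = plate median of test compound wells and 100% = cytotoxic reference compound wells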
Starred values were filed as active, the others as inactive; ? = inconclusive; / = not tested or not shown.

1	CCNC(=O)/C(C#N)=C/c1c(N(Cc2ccccc2)Cc2ccccc2)nc2ccccn2c1=O
2	Cc1cc(C(=O)N/N=C/c2c(C)nn(-c3ccccc3)c2C)n[nH]1
3	O=[N+]([O-])c1cc2c(cc1C=Nc1ccccc1)OCO2
4	Cc1ccc(NC(=S)NNC(=O)Cn2nc([N+](=O)[O-])cc2C)cc1
5	CN1CCN(C(=O)C2CC(=O)N(c3ccc(Cl)cc3)C2)CC1 (stereo not drawn)
6	Cc1ccc(S(=O)(=O)N2CCN(C(=O)CC(C)C)CC2)cc1
7	CCOC(=O)c1[nH]cnc1N=Nc1c(O)ccc2ccccc12
8	CCS(=O)(=O)N1CCC(C(=O)N2CCOCC2)CC1
assay / compound	1	2	3	4	5	6	7	8
HDAC3 inh	3	13	2	7	1	-3	2	9
HSF1 activator	66*	18	3	16	-19	-12	-23	5
Platelet DG rel	0	-1	-2	1	7	3	6	-1
HSF1 inhib	22	26	12	6	0	-14	-17	-4
AI-2 QS mod	4	30	18	15	15	16	21	16
aSyn 5UTR inh	26	-10	-18	-37	2	7	91*	14
HIF act	-0.4	0.5	1.1	0.1	-0.1	-0.3	38*	-0.4
HSP90 refold inh	3	7	7	2	-1	1	-2	0
KLF5 inhibitor	-6	-1	-15	-39	-9	-2	-39	-20
IEC-6 tox	-1	6	-15	4	-2	7	-5	-6

9	CCOc1ccc(NC(=O)CSc2ncnc3c2sc2ccccc23)cc1
10	CCCc1noc2c1C(c1ccoc1)C(C#N)=C(N)N2 (stereo not drawn)
11	CC1=NN(C(=O)Cc2ccc([N+](=O)[O-])cc2)C(O)(c2ccccc2)C1 (stereo not drawn)
12	O=C(CCNS(=O)(=O)c1ccc(Br)s1)NCc1ccc2c(c1)OCO2
13	c1ccc(CCNc2nnnn2-c2ccccc2)cc1
14	N#Cc1c(-c2ccccc2)cc(-c2ccccc2)nc1SCC(=O)NCC(=O)O
15	Cc1ccc2c(c1)N(C(=O)CCC(=O)N1CCC(C(N)=O)CC1)CCO2
16	Cc1ccc(SCC(=O)c2c(C)nc3ccccn23)cc1
assay / compound	9	10	11	12	13	14	15	16
HDAC3 inh	-6	0	/	0	0	6	0	2
HSF1 activator	-6	8	4	11	11	-24	-5	5
Platelet DG rel	-37	?	-4	-7	4	22	5	7
HSF1 inhib	-10	8	2	-3	-8	-1	-2	15
AI-2 QS mod	35	22	30	38	-2	-4	28	3
aSyn 5UTR inh	6	1	-1	-1	-9	-10	-7	-85
HIF act	0.1	-0.1	-0.2	-0.2	0.6	1.7	-0.3	1.8
HSP90 refold inh	-2	6	-1	-2	-4	-1	-1	-2
KLF5 inhibitor	-26	-52	-25	16	-23	-49	-15	-28
IEC-6 tox	-1	0	-1	1	-3	-9	-6	-4

17	COc1ccc(-c2cn(CCC(=O)NCc3ccc(C)cc3)c(-c3ccncc3)n2)cc1
18	COc1ccc2c(c1)-c1c(ssc1=S)C(C)(C)N2C(=O)CSC1=NCCS1
19	Cc1ccc(CC(=O)O/N=C(\N)Cc2ccc([N+](=O)[O-])cc2)cc1
20	CCOC(=O)Cn1nc(C)n(-c2cccc(Cl)c2)c1=O
21	Cc1ccccc1N1C(=O)C2C3CCC(O3)C2C1=O (stereo not drawn)
22	CCN1CC(CN(C)Cc2nc(-c3ccco3)oc2C)CC1=O (stereo not drawn)
23	O=C(CC1C(=O)NCCN1Cc1ccc(-c2ccccc2)cc1)NCC1CCOCC1 (stereo not drawn)
24	O=C(Nc1ccccc1Cl)c1cc(=O)c2ccccc2o1
assay / compound	17	18	19	20	21	22	23	24
HDAC3 inh	1	-3	5	-1	2	1	-1	-3
HSF1 activator	-5	-4	5	-2	10	-4	2	15
Platelet DG rel	-1	0	6	13	7	2	-1	9
HSF1 inhib	4	0	-17	-4	-6	0	-2	20
AI-2 QS mod	9	25	9	12	18	15	10	-10
aSyn 5UTR inh	8	-2	-8	3	-10	-1	7	-144
HIF act	-0.2	-0.1	-0.5	-0.8	-3.4	0.2	0.1	3.8
HSP90 refold inh	-2	-1	2	0	-1	-6	0	-2
KLF5 inhibitor	-14	15	-18	-25	-8	-15	-3	-106
IEC-6 tox	1	-9	5	0	-1	0	-4	6

The closing 2 entries of the part above open the next one:
23	O=C(CC1C(=O)NCCN1Cc1ccc(-c2ccccc2)cc1)NCC1CCOCC1 (stereo not drawn)
24	O=C(Nc1ccccc1Cl)c1cc(=O)c2ccccc2o1
25	Cc1csc(SCC(=O)NC(C)c2ccc(F)cc2)n1 (stereo not drawn)
26	COc1ccc(Cl)cc1N(CC(=O)Nc1ccccc1C(=O)N1CCCC1)S(C)(=O)=O
27	COc1ccccc1OCCCOc1c(Cl)cc(C)cc1Cl
28	Cc1ccc(C)c(S(=O)(=O)N2CCCOC2CNC(=O)C(=O)NCCN2CCOCC2)c1 (stereo not drawn)
29	N#Cc1c(-n2ccnc2)cccc1-n1ccnc1
30	CCOc1ccc(N2C(=O)CC(N(CCc3ccc(OC)cc3)C(=O)c3cccc(F)c3)C2=O)cc1 (stereo not drawn)
31	CCOCCCN(C)C1CCN(C(=O)c2oc3ccccc3c2NC(=O)COc2ccc(F)cc2)CC1
32	O=C(COc1ccccc1Cl)NNC(=O)c1ccc2nc[nH]c2c1
assay / compound	23	24	25	26	27	28	29	30	31	32
HDAC3 inh	-1	-3	-2	5	1	-2	-4	8	2	-14
HSF1 activator	2	15	7	28	13	-2	-6	27	6	-15
Platelet DG rel	-1	9	13	0	-6	-17	-7	9	2	8
HSF1 inhib	-2	20	-6	4	2	-7	-2	6	-1	-8
AI-2 QS mod	10	-10	11	33	12	16	23	30	29	7
aSyn 5UTR inh	7	-144	26	17	-34	-1	35	22	-12	12
HIF act	0.1	3.8	-0.2	0.0	0.3	-0.1	-0.2	0.2	0.6	-0.8
HSP90 refold inh	0	-2	-2	-2	0	2	0	0	0	/
KLF5 inhibitor	-3	-106	-35	-25	-26	-15	-19	-31	-27	/
IEC-6 tox	-4	6	-6	-5	-2	-4	3	-4	0	/

33	O=C(Cn1c(=O)c2cccn2c2ccccc21)NCCCN1CCCCC1
34	O=C(NC(C(=O)c1ccccc1)n1c(=O)cc[nH]c1=S)c1ccccc1 (stereo not drawn)
35	O=c1c2ccccc2nc(CSc2ncnc3nc[nH]c23)n1-c1cccc(C(F)(F)F)c1
36	Cc1ccc(S(=O)(=O)NN/C(=N/S(=O)(=O)c2ccccc2)c2ccccc2)cc1
37	Cc1ccc(CS(=O)(=O)CCC(=O)NCCN(C)Cc2ccccc2)cc1
38	Cc1nn(C2CCS(=O)(=O)C2)c(Cl)c1/C=C/C(=O)OCC(=O)c1c[nH]c2ccccc12 (stereo not drawn)
39	CC1=C(C(=O)Nc2ccc(Cl)cc2)C(c2cccs2)n2nnnc2N1 (stereo not drawn)
40	CS(=O)(=O)c1nc(-c2ccc(Br)cc2)cc(-c2ccccc2)c1C#N
assay / compound	33	34	35	36	37	38	39	40
HDAC3 inh	3	3	-3	?	2	8	6	0
HSF1 activator	-4	/	5	8	-2	5	3	8
Platelet DG rel	23	-3	-2	2	-3	-2	-2	-4
HSF1 inhib	0	/	2	0	1	13	-5	1
AI-2 QS mod	8	20	7	5	-12	26	19	-13
aSyn 5UTR inh	-25	-14	-14	10	-17	-29	-6	-3
HIF act	0.0	0.5	0.3	-0.4	-0.3	-0.1	-0.1	-6.0
HSP90 refold inh	0	0	4	1	1	2	4	-4
KLF5 inhibitor	1	-44	-7	-8	-41	-1	-25	-30
IEC-6 tox	4	-4	14	-5	0	2	3	-1

41	COc1ccc(NC(=O)CCS(=O)(=O)c2ccc3c(c2)CCCN3C(C)=O)cc1
42	CN(C)c1cc[n+](CC(=O)Nc2c(Cl)cc(Cl)cc2Cl)cc1
43	CC1(C)Cc2c(sc(NC(=O)C(=O)N3CCCC3)c2C(N)=O)CO1
44	CCOC(=O)CC(NC(=O)Cc1ccc(F)cc1)c1ccccc1Cl (stereo not drawn)
45	CCc1cc(-c2n[nH]c(C)c2-c2nc3ccccc3n2C)c(O)cc1O
46	COc1cc2c(cc1OC)CN(CC(=O)Nc1ccc(F)cc1)C(C(=O)O)C2 (stereo not drawn)
47	C=CCN1C(=O)c2ccc(C(=O)N(CCOC)c3c(N)n(CCCC)c(=O)[nH]c3=O)cc2C1=O
48	Cn1nnnc1SCCNC(=O)C1CCC(=O)N(CCc2cccc(F)c2)C1 (stereo not drawn)
assay / compound	41	42	43	44	45	46	47	48
HDAC3 inh	1	18	-3	-2	-3	-1	7	-4
HSF1 activator	1	-4	11	-16	11	12	9	13
Platelet DG rel	-1	-8	-8	5	-1	0	6	-4
HSF1 inhib	-3	-9	2	-17	-2	3	-3	3
AI-2 QS mod	3	30	13	22	6	9	23	2
aSyn 5UTR inh	1	-3	-26	31	-22	-7	9	-2
HIF act	-47	0.0	0.0	0.2	0.0	-0.1	0.0	0.7
HSP90 refold inh	1	-1	-4	2	-2	-1	/	-2
KLF5 inhibitor	-18	1	-2	-67	-11	-13	/	-12
IEC-6 tox	-4	-5	-7	3	-1	-4	/	-1

49	CC(C)CC(NC(=O)OC(C)(C)C)C(=O)NC(C(=O)N1CCCC1C(N)=O)C(C)C (stereo not drawn)
50	O=[N+]([O-])c1cc(CN2CCN(c3cccc(C(F)(F)F)c3)CC2)c2cccnc2c1O
51	COc1ccc(C(C)(C)C)cc1NC(=O)c1cncc(Br)c1
52	O=C(O)c1cccc(-c2ccc(/C=N/Nc3ccc([N+](=O)[O-])cc3)o2)c1
53	COc1ccc2cc(C(c3nnnn3C3CCCCC3)N3CCCCCC3)c3nnnn3c2c1 (stereo not drawn)
54	COc1ccc(OCCC(=O)OCC(=O)NCCc2ccccc2)cc1
assay / compound	49	50	51	52	53	54
HDAC3 inh	6	6	-2	1	1	4
HSF1 activator	1	-32	14	13	-15	-8
Platelet DG rel	-12	-4	-11	7	2	12
HSF1 inhib	-4	-22	-5	-4	-10	-2
AI-2 QS mod	-7	-97*	4	0	19	-2
aSyn 5UTR inh	0	71*	14	11	16	-6
HIF act	-0.1	-0.1	0.0	-0.6	0.3	0.2
HSP90 refold inh	-1	1	-1	-4	1	-2
KLF5 inhibitor	-25	14	-6	-61	-24	5
IEC-6 tox	1	-2	-1	1	-8	-9

Three of the entries above in order of their number in KLF5 inhibitor, high to low.
no.	canonical_smiles	KLF5 inhibitor
50	O=[N+]([O-])c1cc(CN2CCN(c3cccc(C(F)(F)F)c3)CC2)c2cccnc2c1O	14
51	COc1ccc(C(C)(C)C)cc1NC(=O)c1cncc(Br)c1	-6
49	CC(C)CC(NC(=O)OC(C)(C)C)C(=O)NC(C(=O)N1CCCC1C(N)=O)C(C)C (stereo not drawn)	-25

Assay outcomes from PubChem.
